PLAP inhibitors HTS: inhibition of human placental alkaline phosphatase – biochemical, luminescence, HTS (AID 690). purified PLAP, luminescent substrate; higher % means a stronger effect. 96,000 tested, 0.08% active. inhibition, % at 20 µM; hits with a dose series show IC50 in µM; in the data active = a potency from the dose series; inactive = the rest, 99 in 100 with inhibition below about 30%; also: strong numbers were not always called active
Bcl-B displacement: displacers of TR3 peptide from Bcl-B, primary screen, selectivity assay for Bfl-1 inhibitor project, biochemical, fluorescence polarization; AID 748; 96,000 tested, 0.11% active; displacement, % at 20 µM, or IC50 in µM where a hit was titrated; FP displacement of FITC-TR3 peptide from Bcl-B; higher % means a stronger effect;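 active = displacement above 50% at 20 µM plus a fluorescence interference ratio under 1.5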;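 also: plate controls were wells without compound for no effect and wells lacking Bcl-B protein for full effect; a part of the inactive calls stands beside numbers as strong as those of hits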
MRP resist rev: MRP-mediated drug resistance reversal | H69AR cells + 2 uM doxorubicin, CellTiter-Glo, 72 h | differential viability (reversal), % at 10 µM | 85,000 tested, 0.04% active | AID 602;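 active = viability drop by adding the cancer drug above about 55%, with treated viability meeting a 40% cutoff, limit read from the data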;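 also: viability without doxorubicin minus viability with 2 µM doxorubicin for each compound; larger differential means the compound sensitizes cells more to doxorubicin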
IL1B NFkB inh: blocks IL-1B driven NFkB nuclear translocation in HUVEC cells; HUVEC IL-1B NFkB p65 nuclear translocation imaging; inhibition, % at 2 µM; 94,000 tested, 0.43% active; AID 796;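 active = inhibition above about 30% together with a positive call from visual inspection of the well image, limit read from the data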;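 also: nuclear over cytoplasmic p65 intensity ratio measured by imaging; 0% = IL-1B stimulated DMSO wells and 100% = unstimulated DMSO wells; values of inactives mirror those of a sister screen read the other way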
IL1B NFkB pot: enhances IL-1B driven NFkB nuclear translocation; activation, % at 2 µM; HUVEC IL-1B NFkB p65 nuclear translocation imaging; 94,000 tested, 0.3% active;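 active = activation above 40%, about the mean plus 3 SD, also judged a hit on visual image review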;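 also: percent activation is computed from the nuclear over cytoplasmic p65 intensity ratio; values of inactives mirror those of a sister screen read the other way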
MRP resist rev cytotoxicity: recorded beside MRP resist rev, whose call it bears; viability, %; H69AR cells, CellTiter-Glo, 72 h; measured here: cytotoxicity without doxorubicin
MRP resist rev with doxorubicin: also measured in MRP resist rev; calls as there; viability, %; measured here: viability with 2 uM doxorubicin; active compounds read low
IL1B NFkB inh cell count 2 µM: second read-out of IL1B NFkB inh, no call of its own (marks repeat the call); cell count; measured here: cells passing quality filter;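 raw number of nuclei counted in each imaged well without normalization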
IL1B NFkB pot cell count 2 µM: recorded beside IL1B NFkB pot, whose call it bears; cell count; measured here: cells passing quality filter
Numbers without * were called inactive; x = no result given.

SMILES | PLAP inhibitors HTS | Bcl-B displacement | MRP resist rev | MRP resist rev cytotoxicity | MRP resist rev with doxorubicin | IL1B NFkB inh | IL1B NFkB inh cell count 2 µM | IL1B NFkB pot | IL1B NFkB pot cell count 2 µM
CCOC(=O)c1ccc(Nc2cc(C)nc(C)c2C(=O)OCC)cc1 | -47% | 1% | 19 | 90 | 71 | 6 | 178 | -6 | 178
COc1ccc(-c2cc(C(F)(F)F)nc(SCCC(=O)NCc3ccccc3)n2)cc1 | 23% | 2% | 5 | 57 | 52 | -3 | 79 | 3 | 79
COCC(=O)Nc1cccc(Br)c1 | 7% | -7% | 4 | 101 | 98 | -12 | 148 | 12 | 148
CCc1nnc(N2CCN(c3ncnc4c3oc3ccccc34)CC2)s1 | -60% | -4% | -6 | 79 | 85 | -12 | 144 | 12 | 144
CCc1ccccc1N(CC(=O)Nc1cccc(N(C)S(C)(=O)=O)c1)S(C)(=O)=O | -26% | 5% | 10 | 84 | 74 | -19 | 62 | 19 | 62
Cc1ccc(CSC2=Nc3ccccc3C3=NC(CC(=O)NCc4ccco4)C(=O)N23)cc1 (stereo not drawn) | -62% | 9% | -15 | 29 | 45 | -5 | 175 | 5 | 175
O=C(NCC(=O)N(CC1CCCO1)C1(C(=O)NC2CCCC2)CCCCC1)c1ccccc1 (stereo not drawn) | -22% | 1% | x | x | x | -1 | 144 | 1 | 144
Cc1ccc(Nc2nc(N)nc(CSCCO)n2)cc1 | -3% | 4% | 8 | 101 | 93 | -1 | 161 | 1 | 161
CCC(Oc1ccccc1)C(=O)N1CCC(C(N)=O)CC1 (stereo not drawn) | 6% | -8% | -6 | 102 | 109 | 8 | 91 | -8 | 91
CN1CCN(C(=O)c2cc3nc(-c4ccccc4)cc(-c4ccccc4)n3n2)CC1 | -68% | 10% | -1 | 48 | 49 | -38 | 192 | 38 | 192
CC(C)CCN1C(=O)c2ccc(C(=O)NCC3CCCO3)cc2C1=O (stereo not drawn) | -7% | -8% | -9 | 94 | 103 | 12 | 85 | -12 | 85
Oc1ccc(-c2nnc(SCC3CCCCC3)o2)cc1 | 4% | 1% | -37 | 35 | 71 | -4 | 170 | 4 | 170
c1ccn(-c2ncnc3sc4c(c23)CCCC4)c1 | 1% | -6% | 0 | 99 | 99 | 4 | 77 | -4 | 77
Cc1ccc[n+](-c2nc3ccccc3nc2C(=C=[N-])C#N)c1 | 24% | -58% | -26 | 60 | 85 | 1 | 148 | -1 | 148
CCc1ccccc1NC(=O)c1ccc(CN2CCC(Cc3ccccc3)CC2)cc1 | -35% | -2% | x | x | x | -10 | 152 | 10 | 152
Cc1ccccc1C(=O)Nc1sc(C)c(C)c1C(=O)c1ccccc1 | 22% | -7% | x | x | x | -14 | 166 | 14 | 166
O=C(c1ccco1)N1CCN(c2ccccc2F)CC1 | -23% | 17% | 18 | 103 | 85 | -4 | 96 | 5 | 96
Cn1c(=O)c2c(nc(CN3CCN(Cc4ccccc4)CC3)n2Cc2ccc(F)cc2)n(C)c1=O | -35% | -2% | -17 | 42 | 59 | x | x | x | x
Cc1ccc(NC(=O)Cc2ccc3c(c2)CCCC3)cc1C | 16% | 0% | x | x | x | -4 | 103 | 4 | 103
COc1ccccc1CN1C(=O)CN(C2CCCCCC2)C(=O)C1c1ccc(F)cc1 (stereo not drawn) | 14% | -17% | 10 | 90 | 80 | -6 | 172 | 6 | 172
O=C(Cn1c(=O)sc2ccccc21)OC(CCl)CCl | x | x | -6 | 93 | 99 | -4 | 86 | 4 | 86
Cc1cc2ccccc2n1CCNC(=O)COc1ccc2ccccc2c1 | -38% | -1% | -3 | 86 | 89 | 11 | 160 | -11 | 160
COc1ccc(OCC(=O)NNC(=O)c2cccnc2)cc1 | -32% | -2% | x | x | x | -1 | 77 | 1 | 77
O=C(CN(CC1CCCO1)C(=O)CCC(=O)Nc1nccs1)NCc1ccc2c(c1)OCO2 (stereo not drawn) | -11% | -3% | 4 | 99 | 95 | -2 | 167 | 2 | 167
CN1Cc2sc(N)c(C#N)c2CC1(C)C | -2% | -43% | 9 | 99 | 91 | -6 | 183 | 6 | 183

Arranged by SMILES length (low to high): 11 of the compounds above.
SMILES | PLAP inhibitors HTS | Bcl-B displacement | MRP resist rev | MRP resist rev cytotoxicity | MRP resist rev with doxorubicin | IL1B NFkB inh | IL1B NFkB inh cell count 2 µM | IL1B NFkB pot | IL1B NFkB pot cell count 2 µM
CN1Cc2sc(N)c(C#N)c2CC1(C)C | -2% | -43% | 9 | 99 | 91 | -6 | 183 | 6 | 183
c1ccn(-c2ncnc3sc4c(c23)CCCC4)c1 | 1% | -6% | 0 | 99 | 99 | 4 | 77 | -4 | 77
Cc1ccc(NC(=O)Cc2ccc3c(c2)CCCC3)cc1C | 16% | 0% | x | x | x | -4 | 103 | 4 | 103
Cc1cc2ccccc2n1CCNC(=O)COc1ccc2ccccc2c1 | -38% | -1% | -3 | 86 | 89 | 11 | 160 | -11 | 160
CC(C)CCN1C(=O)c2ccc(C(=O)NCC3CCCO3)cc2C1=O (stereo not drawn) | -7% | -8% | -9 | 94 | 103 | 12 | 85 | -12 | 85
CCc1ccccc1NC(=O)c1ccc(CN2CCC(Cc3ccccc3)CC2)cc1 | -35% | -2% | x | x | x | -10 | 152 | 10 | 152
COc1ccccc1CN1C(=O)CN(C2CCCCCC2)C(=O)C1c1ccc(F)cc1 (stereo not drawn) | 14% | -17% | 10 | 90 | 80 | -6 | 172 | 6 | 172
COc1ccc(-c2cc(C(F)(F)F)nc(SCCC(=O)NCc3ccccc3)n2)cc1 | 23% | 2% | 5 | 57 | 52 | -3 | 79 | 3 | 79
O=C(CN(CC1CCCO1)C(=O)CCC(=O)Nc1nccs1)NCc1ccc2c(c1)OCO2 (stereo not drawn) | -11% | -3% | 4 | 99 | 95 | -2 | 167 | 2 | 167
Cc1ccc(CSC2=Nc3ccccc3C3=NC(CC(=O)NCc4ccco4)C(=O)N23)cc1 (stereo not drawn) | -62% | 9% | -15 | 29 | 45 | -5 | 175 | 5 | 175
Cn1c(=O)c2c(nc(CN3CCN(Cc4ccccc4)CC3)n2Cc2ccc(F)cc2)n(C)c1=O | -35% | -2% | -17 | 42 | 59 | x | x | x | x

The results go on:
SMILES | PLAP inhibitors HTS | Bcl-B displacement | MRP resist rev | MRP resist rev cytotoxicity | MRP resist rev with doxorubicin | IL1B NFkB inh | IL1B NFkB inh cell count 2 µM | IL1B NFkB pot | IL1B NFkB pot cell count 2 µM
CCCCNC(=O)CS(=O)Cc1nc(-c2cccs2)oc1C (stereo not drawn) | -39% | -18% | 6 | 92 | 85 | x | x | x | x
CCn1c(SCc2c(F)cccc2Cl)nnc1-c1ccco1 | 18% | -3% | 14 | 87 | 73 | 1 | 133 | -1 | 133
CCCCN1C(=O)/C(=c2\sc3nc(=O)c(-c4ccccc4)nn3c2=O)c2ccccc21 | 0% | -5% | x | x | x | 4 | 145 | -4 | 145
O=C1C2(c3ccccc3)CN(CCCO)CC1(c1ccccc1)CN(CCCO)C2 | -14% | -8% | 9 | 85 | 76 | 7 | 82 | -7 | 82
COc1ccc(-c2c(S(=O)(=O)c3ccccc3)cnn2-c2ccccc2)cc1 | -1% | 15% | x | x | x | 7 | 120 | -7 | 120
CCN(CC(=O)NCc1cccs1)S(=O)(=O)c1cccc(C(C)=O)c1 | 17% | -2% | 13 | 90 | 77 | -9 | 187 | 9 | 187
COc1ccc(-c2nc(-c3cccc(C)c3)[nH]c(=O)c2C#N)cc1 | -19% | -26% | x | x | x | -4 | 100 | 4 | 100
Cn1c(Cc2ccccc2)nnc1SCC(=O)N1CCOCC1 | -18% | -9% | 12 | 103 | 91 | 2 | 127 | -2 | 127
Cn1c(=O)[nH]c(=O)c2c1nc(CN1CCN(c3cccc(Cl)c3)CC1)n2CCCc1ccccc1 | -26% | -2% | -15 | 57 | 73 | x | x | x | x
CCCn1c(N)c(C(=O)CSc2nnc(-c3ccco3)n2Cc2ccccc2)c(=O)[nH]c1=O | x | 3% | -5 | 88 | 93 | 8 | 92 | -8 | 92
Cc1nn(C)c(C)c1NC(=O)CSc1nc(C2CC2)nc2c1cnn2-c1ccccc1 | -30% | 6% | 78* | 79* | 1.3* | 0 | 127 | 0 | 127
COC(=O)C1=C(C)Nc2ccc(C)cc2S1 | 20% | 3% | 0 | 99 | 99 | 10 | 169 | -10 | 169
C=CCSc1nnc(NC(=O)CSc2nc3ccccc3o2)s1 | -43% | -4% | 2 | 84 | 82 | -14 | 129 | 14 | 129
Cc1cccc(NC(=O)NCc2ccccn2)c1 | x | x | -5 | 96 | 101 | 7 | 89 | -7 | 89
Cc1cc(C)cc(N(CC(=O)NCc2ccc3c(c2)OCO3)C(=O)CCC(=O)Nc2ccccn2)c1 | 7% | -4% | 18 | 97 | 79 | -9 | 130 | 9 | 130
Cc1ccc(SC(C)C(=O)NCc2cccnc2)cc1 (stereo not drawn) | -3% | -2% | 14 | 95 | 82 | 0 | 163 | 0 | 163
Cc1cc(C)c2c(C)nn(C3CCCCC3)c2n1 | -15% | 1% | -8 | 94 | 102 | -4 | 165 | 4 | 165
CC1=C(C)CC2C(=O)N(c3cccc4ccccc34)C(=O)C2C1 (stereo not drawn) | -5% | 2% | -5 | 82 | 87 | -8 | 77 | 8 | 77
O=C(NCc1cccc(Cl)c1)c1cnn2c1NC(c1ccco1)CC2C(F)(F)F (stereo not drawn) | 17% | -3% | 24 | 94 | 69 | 3 | 158 | -3 | 158
O=C(CSCCc1ccccn1)Nc1ccccn1 | 2% | 1% | x | x | x | 8 | 139 | -8 | 139
COc1ccc(N2C(C)=CS/C2=C(/C#N)c2nnc(N3CCOCC3)n2-c2ccccc2)cc1 | -49% | 5% | x | x | x | -46 | 151 | 46* | 151*
CN(C)CCCOC(=O)c1ccc(Cl)cc1Cl | 2% | 0% | 12 | 98 | 86 | 10 | 41 | -10 | 41
O=C(c1ccco1)N1C(=O)c2cccc3c(S(=O)(=O)N4CCCC4)ccc1c23 | 2% | -7% | -1 | 69 | 70 | 2 | 196 | -2 | 196
Cn1c(=O)c2c(nc(Br)n2Cc2ccccc2Cl)n(C)c1=O | -10% | -4% | 10 | 96 | 86 | -28 | 120 | 28 | 120
CCOC(=O)c1nnn(-c2nonc2N)c1CSc1ccc(C)cc1 | 13% | 0% | -6 | 95 | 102 | -4 | 101 | 4 | 101
Remaining list, next part:
SMILES | PLAP inhibitors HTS | Bcl-B displacement | MRP resist rev | MRP resist rev cytotoxicity | MRP resist rev with doxorubicin | IL1B NFkB inh | IL1B NFkB inh cell count 2 µM | IL1B NFkB pot | IL1B NFkB pot cell count 2 µM
COc1ccc(C(=O)CSc2nc(N)nc(SC)c2C#N)cc1 | 6% | -16% | 6 | 49 | 43 | -15 | 200 | 15 | 200
Cc1nc2ccccc2c(=O)n1/N=C/c1ccccn1 | -28% | -6% | 9 | 102 | 93 | -3 | 196 | 3 | 196
CCC(C)C(NC(=O)OCc1ccccc1)C(=O)OCN1C(=O)c2ccccc2C1=O (stereo not drawn) | -9% | -8% | -2 | 72 | 75 | 8 | 207 | -8 | 207
Cc1c(C(=O)NC(C)CCc2ccccc2)cccc1[N+](=O)[O-] (stereo not drawn) | 3% | -6% | x | x | x | -3 | 174 | 3 | 174
Cc1ccc(C)c(/C(O)=C2\C(=O)C(=O)N(CCCn3ccnc3)C2c2cccnc2)c1 (stereo not drawn) | x | x | 2 | 101 | 99 | -8 | 163 | 8 | 163
COc1ccc(CNC(=O)c2cc3c(C)nc4ccccc4c3o2)c(OC)c1 | 10% | 10% | 7 | 68 | 61 | 1 | 79 | -1 | 79
OCCCn1c(-c2ccccc2)nc(=S)c2c1CCCC2 | -7% | -4% | -9 | 100 | 109 | x | x | x | x
CCN1C(=O)/C(=C\N2CCN(c3ccccc3)CC2)SC1=S | 0% | -5% | -6 | 82 | 89 | 7 | 162 | -7 | 162

These rows are one share of the data; the hit share may differ from the screen's.
